Assay outcomes deposited in PubChem by several laboratories.
Diaph act CS: compounds boosting diaphorase resazurin reduction – biochemical, uHTS, resorufin fluorescence, counter-screen for diaphorase-coupled primary assays, primary screen; Diaphorase/resazurin coupled assay, 16 min; active compounds read high; 1 = vehicle wells, 0 = NADH-free wells; activation factor at 20 µM; 190,000 compounds, 0.005% hits; AID 1229, 2008;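 active = diaphorase activity raised at least twofold by the compound at 20 µM; inactive = activation factor below 2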
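Material: purified diaphorase enzyme from Clostridium kluyveri / Medium: HEPES pH 7.4 buffer with MgCl2 and Tween 20 / Schedule: enzyme reaction of 16 min at room temperature / Measured by: resorufin fluorescence, excitation 544 nm, emission 590 nm / Evaluation: rise in resorufin formation, marking diaphorase activation or chemical reduction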
TNAP act hi DEA: TNAP activators at high phosphate acceptor level, primary screen, biochemical, luminescence, uHTS | Alkaline phosphatase, tissue-nonspecific isozyme (Homo sapiens), P05186 | purified TNAP, CDP-star luminescence, 1 M DEA, 30 min; active compounds read high; 0 = EDTA background, 1 = DMSO-only activity | activation factor at 20 µM | AID 1136, 2008 | 200,000 tested, under 10 active;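 active = activation factor at least 2 at 20 µM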
Target sequence (P05186 whole entry, looked up): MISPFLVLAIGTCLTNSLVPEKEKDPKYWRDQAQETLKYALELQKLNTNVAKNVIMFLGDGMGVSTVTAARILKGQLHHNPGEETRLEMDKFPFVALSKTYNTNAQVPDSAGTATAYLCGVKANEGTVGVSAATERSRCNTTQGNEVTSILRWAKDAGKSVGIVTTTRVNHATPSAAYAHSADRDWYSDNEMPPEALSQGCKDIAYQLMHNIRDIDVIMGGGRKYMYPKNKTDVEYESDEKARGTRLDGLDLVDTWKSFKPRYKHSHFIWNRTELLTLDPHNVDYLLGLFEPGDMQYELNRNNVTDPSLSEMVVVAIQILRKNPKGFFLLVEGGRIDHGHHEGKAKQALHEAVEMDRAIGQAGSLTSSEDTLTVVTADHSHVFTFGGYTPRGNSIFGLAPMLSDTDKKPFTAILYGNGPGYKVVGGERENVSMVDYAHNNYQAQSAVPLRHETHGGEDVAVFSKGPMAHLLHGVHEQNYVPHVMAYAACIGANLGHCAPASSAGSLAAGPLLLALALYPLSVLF
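Measured by: Luminescent substrate turnover signal | Test system: Human TNAP | Input: TNAP 1/800 final | Dosing: 20 µM single point | Schedule: 30 min, room temperature | Controls: EDTA wells as negative control, DMSO wells as positive control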
PMI act: activators of human PMI, primary screen, biochemical, fluorescence intensity, near-Km mannose 6-phosphate; Mannose-6-phosphate isomerase (Homo sapiens), P34949; purified human PMI, coupled resazurin fluorescence, 20 min; active compounds read high; 1 = vehicle control, 0 substrate-free wells; activation factor at 20 µM; 190,000 compounds, 0.005% hits; AID 1214, 2008;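 active = activation factor of 2 or more at 20 µM, relative to plate controls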
Target sequence (P34949 whole entry, looked up): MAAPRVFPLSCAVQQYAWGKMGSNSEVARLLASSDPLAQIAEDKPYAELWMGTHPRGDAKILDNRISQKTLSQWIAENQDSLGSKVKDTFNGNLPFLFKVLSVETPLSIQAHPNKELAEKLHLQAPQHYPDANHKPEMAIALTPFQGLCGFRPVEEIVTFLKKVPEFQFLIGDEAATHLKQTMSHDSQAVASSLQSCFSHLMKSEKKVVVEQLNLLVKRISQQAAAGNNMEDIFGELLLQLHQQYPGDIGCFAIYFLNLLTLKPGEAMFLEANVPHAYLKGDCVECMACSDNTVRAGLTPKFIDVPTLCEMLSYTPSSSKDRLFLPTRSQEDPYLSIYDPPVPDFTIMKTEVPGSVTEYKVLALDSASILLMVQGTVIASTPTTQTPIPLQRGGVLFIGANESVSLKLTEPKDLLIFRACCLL
PMI act hi M6P: human PMI activators, high substrate, primary screen, biochemical, fluorescence intensity, near-saturating mannose 6-phosphate | 190,000 compounds, 0.34% hits | Mannose-6-phosphate isomerase (Homo sapiens), P34949 | AID 1216, 2008 | activation factor at 20 µM | coupled PMI enzyme assay, resazurin fluorescence, 20 min; active compounds read high; 1 = untreated enzyme, 0 = substrate-free blank;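 active = activation factor of 2 or more at 20 µM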
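Technique: Diaphorase-driven resazurin-to-resorufin fluorescence, excitation 544, emission 590 nm | Assay system: Human PMI in coupled enzyme assay | Times: Enzyme reaction with compound 20 min at room temperature | Medium: HEPES-buffered pH 7.4 with magnesium and detergent | Reagent: Mannose-6-phosphate 1.0 mM (near-saturating) plus 0.22 mM NADP+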
L major viab: Leishmania major promastigote growth inhibition, primary screen | AID 1063, 2008 | 200,000 compounds, 9% hits | inhibition, % at 10 µM | Leishmania major promastigotes, resazurin fluorescence viability; in the data active = inhibition above about 50%;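 also: promastigotes grown with compound for 44 hours at 28 °C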
TNAP inh hiacc: human TNAP enzyme inhibitors, primary screen, biochemical, luminescent, high phosphate acceptor level, uHTS | Alkaline phosphatase, tissue-nonspecific isozyme (Homo sapiens), P05186 | purified TNAP, CDP-star luminescence, 1 M DEA | inhibition, % at 20 µM | 200,000 compounds, 0.03% hits | AID 1135, 2008;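 active = over 50% inhibition of tissue-nonspecific alkaline phosphatase at 20 µM in the single-dose screen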;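 also: plate controls were DMSO wells for no effect and EDTA-quenched wells as full inhibition for full effect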
bIAP activator: bovine intestinal alkaline phosphatase activators, primary screen, biochemical, bovine IAP, CDP-star luminescence. alkaline phosphatase, intestinal [Bos taurus]. activation factor at 20 µM. 200,000 compounds, 0.17% hits. AID 1016, 2008. purified bovine IAP, 30 min; active compounds read high; fold of DMSO-control signal, blank-subtracted;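 active = activation factor of 2 or more at 20 µM, a signal rise over negative controls twice the positive control's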
TNAP inh noacc: human TNAP enzyme inhibitors, primary screen, biochemical, luminescent, no phosphate acceptor, uHTS. inhibition, % at 20 µM. 200,000 compounds, 0.26% hits. purified TNAP, CDP-star luminescence, 30 min. Alkaline phosphatase, tissue-nonspecific isozyme (Homo sapiens), P05186;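 active = tissue-nonspecific alkaline phosphatase inhibition above about 50% at 20 µM in the single-dose screen, limit read from the data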;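 also: 0% = DMSO negative control and 100% = EDTA positive control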
Diaphorase inh: diaphorase inhibitors and chemical oxidizers, primary screen, counter-screen for diaphorase-coupled primary assays, biochemical, uHTS, resorufin fluorescence; inhibition, % at 20 µM; diaphorase resazurin-to-resorufin fluorescence, NADH, 16 min; bacterial (C. kluyveri) enzyme, not human; 190,000 compounds, 0.69% hits;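 active = primary screen inhibition at 20 µM above a set limit, cut at about 50% in these data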;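 also: plate controls were DMSO with full reaction for no effect and wells lacking NADH for full effect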
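Assay system: diaphorase enzyme from Clostridium kluyveri; Input: enzyme working solution with 0.14 U/mL diaphorase; Timing: 16 min at room temperature; Technique: resorufin fluorescence, excitation 544 nm, emission 590 nm; Benchmarks: positive control minus NADH, DMSO neutral control.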
bIAP inh: bovine intestinal alkaline phosphatase inhibitors, primary screen, selectivity assay for TNAP inhibitor project, biochemical, bovine IAP, CDP-star luminescence; alkaline phosphatase, intestinal [Bos taurus]; purified bovine IAP, 30 min; inhibition, % at 20 µM; 190,000 tested, under 10 active;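 active = over 50% inhibition of intestinal alkaline phosphatase at 20 µM in the single-dose screen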
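test system = bovine IAP enzyme | medium = DEA buffer 100 mM, pH 9.8, with MgCl2 1.0 mM, ZnCl2 0.02 mM | detection = luminescence | dosing = single compound dose of 20 µM, 2% DMSO final | incubation = 30 min reaction at room temperature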
* marks the source's active call; other numbers are inactive results; · = not tested or not shown.

SMILES	Diaph act CS	TNAP act hi DEA	PMI act	PMI act hi M6P	L major viab	TNAP inh hiacc	bIAP activator	TNAP inh noacc	Diaphorase inh	bIAP inh
COC(=O)CC1=NN(c2nc(C)cc(C)n2)C(=O)C1	0.8	1	1	0.9	0	-4	0.9	-24	23	15
CC1CCC/C(=N\NC(=O)COc2ccccc2Cl)C1 (configuration not stated)	1	1	0.9	1	-9	2	0.9	-7	1	12
Cc1cccc(NC(=O)C2C(C(=O)O)C3C=CC2C32CC2)c1C (configuration not stated)	0.9	1	0.9	0.8	-7	-3	0.9	-10	11	6
COc1ccccc1N1CCN(C(=O)c2cccc3c(=O)c(C)c(-c4ccccc4)oc23)CC1	0.8	1	1	0.9	13	-2	0.8	-2	23	16
CC(=O)Nc1ccc(N/C=C(\C=O)c2nc3ccccc3o2)cc1	1	1	0.9	0.9	3	-2	1.8	-50	0	-81
COC(=O)Cn1nc(-c2ccc(C)cc2)c2ccccc2c1=O	0.9	1	1.1	1	2	-5	0.9	-10	11	7
COC(=O)c1c[nH]c(=O)c2ccccc12	0.9	1	0.8	0.9	-5	-3	1.1	-2	14	-10
O=S(=O)(Nc1ccc2nc(-c3ccc(Br)o3)[nH]c2c1)c1ccccc1	0.8	1	1	0.9	7	-1	0.9	-9	20	9
c1ccc2c(c1)CC/C2=N/Nc1nc2ccccc2[nH]1	1.1	1.1	0.9	0.9	100*	-6	1.6	-146	-10	-57
COc1ccccc1-c1c(C)oc2c(CN3CCN(C)CC3)c(O)ccc2c1=O	0.9	1	1	1	90*	-4	0.7	-12	15	35

Two entries picked at random from those above:
SMILES	Diaph act CS	TNAP act hi DEA	PMI act	PMI act hi M6P	L major viab	TNAP inh hiacc	bIAP activator	TNAP inh noacc	Diaphorase inh	bIAP inh
CC(=O)Nc1ccc(N/C=C(\C=O)c2nc3ccccc3o2)cc1	1	1	0.9	0.9	3	-2	1.8	-50	0	-81
O=S(=O)(Nc1ccc2nc(-c3ccc(Br)o3)[nH]c2c1)c1ccccc1	0.8	1	1	0.9	7	-1	0.9	-9	20	9

(further entries)
SMILES	Diaph act CS	TNAP act hi DEA	PMI act	PMI act hi M6P	L major viab	TNAP inh hiacc	bIAP activator	TNAP inh noacc	Diaphorase inh	bIAP inh
COC(=O)C1=C(C)NC2=C(C(=O)CC(C)(C)C2)C1c1ccsc1 (configuration not stated)	0.9	1	1	1	-4	-2	1	-10	10	-4
CCOC(=O)N1CCN(C(=O)c2cnn3c(C(F)(F)F)cc(-c4cccs4)nc23)CC1	0.8	1.1	0.9	1	9	-6	1	-10	18	-3
Cc1cccc(NC(=O)CSc2nnc(Cn3nnc(-c4ccccc4)n3)n2-c2ccccc2)c1	0.8	1.1	1.1	1	0	-7	0.9	-14	18	10
COC(=O)c1sc(NC(=O)CSc2nnnn2-c2ccc(C)cc2C)nc1C	1	1.1	1	1	-6	-7	1	-11	0	-2
CC1(C)C(=O)Nc2ccccc2N1C(=O)COC(=O)c1cc(S(=O)(=O)N2CCOCC2)ccc1F	0.9	1	1.1	1	-1	-3	0.9	-7	9	8
Cc1nc2cc(-c3cccc(F)c3)nn2c(C)c1CCC(=O)NC(C)c1ccc2c(c1)OCCO2 (configuration not stated)	0.9	1.1	1	1.1	97*	-6	0.9	-5	13	15
C/C(CC(=O)Nc1ccc(N(C)C)cc1)=N\NC(=O)c1ccncc1	1	1.1	1.1	1.1	3	-5	1.1	-17	4	-7
CCOC(=O)CNC(=O)c1cn(CC(C)C)c(=O)c2cc(OC)c(OC)cc12	0.9	1	0.9	0.9	1	-4	1	-5	6	-4
CCOC(=O)CSc1nc2ccsc2c(=O)[nH]1	0.8	1.1	0.9	0.9	-3	-8	0.8	-10	24	19
COc1ccccc1NC(=S)NNC(=S)Nc1ccc(OC(F)F)cc1	0.8	1	0.9	0.9	-6	-1	0.8	-12	18	16

Just PMI act, for some of the entries so far:
SMILES,PMI act
COC(=O)c1sc(NC(=O)CSc2nnnn2-c2ccc(C)cc2C)nc1C,1
COc1ccccc1NC(=S)NNC(=S)Nc1ccc(OC(F)F)cc1,0.9

Continued.
SMILES	Diaph act CS	TNAP act hi DEA	PMI act	PMI act hi M6P	L major viab	TNAP inh hiacc	bIAP activator	TNAP inh noacc	Diaphorase inh	bIAP inh
Cc1cc(C(N)=O)c2cc(Br)ccc2n1	0.9	1	1	1	-1	0	0.9	-12	9	8
CC(=O)N1CCN(C(C)=O)C1c1ccccc1	0.8	1	0.9	0.9	-3	-5	1	-13	19	4
Cc1noc(C)c1CSc1nnc2ccc3ccccc3n12	0.9	1	0.9	0.9	-2	-4	0.9	-11	12	10
Cc1csc(NC(=O)/C=C/c2ccco2)n1	0.9	1	1	1	1	-1	1	-5	6	2
O=C1NC(NS(=O)(=O)c2ccc(Cl)cc2)(C(F)(F)F)C(=O)N1c1ccccc1 (configuration not stated)	0.9	1	1.1	1	28	-2	0.6	-7	7	42
COc1ccccc1CNC(=O)c1ccc(-c2ccccc2C(F)(F)F)o1	0.7	1	1	1	0	0	0.8	-3	26	18
COc1ccc(COc2cc(-c3cccc(OC)c3)nc3ccc(NC(=O)C(C)C)cc23)cc1	1	0.9	1.1	0.9	100*	8	1	-6	-1	-1
Cc1ccc(C(=O)c2coc3ccc(O)c(CN4CCN(C)CC4)c23)cc1	0.9	1.1	0.9	0.7	11	-6	0.9	-6	6	6
Cc1ccc2c(CN3CCN(C(=O)c4ccco4)CC3)cc(=O)oc2c1C	0.9	1	1	1	6	-5	1.2	-7	7	-22
Cc1ccc(C(=O)COC(=O)CNC(=O)c2ccco2)cc1	0.9	1	1	1	-2	-5	1	-1	8	1

Record cards (already shown):
Listed for `Cc1noc(C)c1CSc1nnc2ccc3ccccc3n12` → Diaph act CS = 0.9; TNAP act hi DEA = 1; PMI act = 0.9; PMI act hi M6P = 0.9; L major viab = -2; TNAP inh hiacc = -4; bIAP activator = 0.9; TNAP inh noacc = -11; Diaphorase inh = 12; bIAP inh = 10
Listed for `Cc1ccc(C(=O)c2coc3ccc(O)c(CN4CCN(C)CC4)c23)cc1` → Diaph act CS = 0.9; TNAP act hi DEA = 1.1; PMI act = 0.9; PMI act hi M6P = 0.7; L major viab = 11; TNAP inh hiacc = -6; bIAP activator = 0.9; TNAP inh noacc = -6; Diaphorase inh = 6; bIAP inh = 6

Remaining list, next part:
SMILES	Diaph act CS	TNAP act hi DEA	PMI act	PMI act hi M6P	L major viab	TNAP inh hiacc	bIAP activator	TNAP inh noacc	Diaphorase inh	bIAP inh
O=C(c1ccc(S(=O)(=O)Nc2ccc(F)cc2)cc1)N1CCN(c2ccccn2)CC1	1	1	0.8	0.8	99*	-4	1.4	-5	0	-41
CCC(=O)N1CCN(C(C)=O)C1c1ccccc1 (configuration not stated)	0.9	1	0.9	1	-2	-5	0.9	-14	10	6
CCN(CC)c1ccc(NC(=S)NC(=O)c2ccco2)cc1	·	1	·	·	-3	-1	0.7	0	·	25
O=[N+]([O-])/C(C(Cl)=C(Cl)Cl)=C(\Sc1ccccc1)N1CCCCC1	0.7	1.1	0.8	0.9	18	-7	0.9	-6	28	5
CCNC(=O)/C(=C/c1ccc2c(c1)OCO2)NC(=O)c1ccc(Br)cc1	1	1	1	1	-7	-1	1.1	-4	-1	-12
COc1ccc(-c2ccc(/C=C(\NC(=O)c3ccccc3)C(=O)N3CCOCC3)o2)cc1	1	1	1	1.1	7	-1	1	0	3	-4
COc1ccccc1-c1cc(C(=O)NCc2ccc(Cl)cc2)no1	1	1	0.8	0.8	-9	-4	0.9	-5	4	8
CCC(=O)NC1(C(F)(F)F)C(=O)NC(C)=C1C#N (configuration not stated)	0.8	1.1	0.8	0.8	-5	-9	1	-24	20	-4
O=C(Cc1ccc(Cl)cc1)Nc1ncc([N+](=O)[O-])s1	0.9	0.9	1	1	36	6	0.9	-4	11	9
CC(=O)N1CCCN(Cc2cn(-c3cc(C)ccc3C)nc2-c2ccccc2)CC1	0.9	1	1	1	-6	0	1	-4	6	1
Cc1ccc(-c2nc3ccccc3n3nnnc23)cc1	0.9	1	1	0.9	-6	-3	0.9	-10	8	12
COC(=O)CCC(=O)N1CCCC(CO)(Cc2ccccc2)C1 (configuration not stated)	·	1	·	·	-4	-4	0.9	-8	·	6
Cc1ccc(S(=O)(=O)c2ccc(C)cc2)cc1	0.9	1	1	1	0	-2	0.9	-21	7	10
CN(Cc1ccccc1)C(=O)COC(=O)c1ccccc1Nc1ccccc1	0.7	1	0.9	0.9	-5	1	0.4	-6	28	·
Cn1cccc1Cc1nnc(SCC(=O)Nc2nc3ccccc3s2)n1CCc1ccccc1	0.9	1	1	1	4	-4	0.9	-11	10	11
Cc1ccc(OC(=O)c2ccc(S(=O)(=O)N(C)C)cc2)c(-n2nc3ccccc3n2)c1	0.8	1	0.8	0.8	-3	-2	1	-4	22	4
O=c1ccccn1Cc1c(F)cccc1Cl	0.9	1	0.9	1	-6	-1	0.9	-12	11	11
O=[N+]([O-])c1cc(S(=O)(=O)Nc2ccccc2)ccc1N1CCN(c2ccc(O)cc2)CC1	0.7	1	0.9	0.8	79*	1	0.9	1	26	6
Cc1ccccc1NC(=S)NC(NC(=O)c1ccccc1C)C(Cl)(Cl)Cl (configuration not stated)	0.9	1	0.9	1	18	-3	1	-8	7	4
COc1cccc(CC(=O)Nc2ccc3nc(C)sc3c2)c1	0.9	1	0.9	1.1	45	-1	0.8	-4	12	17
COC(=O)c1ccc(NC(=O)CSc2nnc(CNc3ccc(OC)cc3)n2C)cc1	0.8	1	0.9	1.1	10	1	0.9	8	21	10
CC(C)CC(NS(=O)(=O)c1cc(C(=O)O)ccc1Cl)C(=O)O (configuration not stated)	1.1	1	1.1	1	-7	-2	1.2	-1	-6	-18

Outcome played no part in choosing rows; overall some 10% were active at least once.
